Bioassay records deposited in PubChem BioAssay by Southern Research Specialized Biocontainment Screening Center.
VEEV TC-83 Vero: inhibitors of VEEV TC-83 cytopathic effect, confirmation, Vero cells (AID 588727); Vero cells, VEEV TC-83 cytopathic effect inhibition; higher % means a stronger effect; inhibition, % at 20 µM; hits with a dose series show IC50 in µM; 0.13% of 350,000 active; in the data active means a potency from the dose series; inconclusive means inhibition mostly from about 14% at the one dose, without a potency; inactive means the rest, 99 in 100 with inhibition below about 12%; further: strong numbers were not always called active
M. tuberculosis: growth inhibition of non-replicating M. tuberculosis (AID 488890); one-dose inhibition, % at 25 µM; IC50 in µM for titrated hits; 0.39% of 320,000 active; Mycobacterium tuberculosis non-replicating, growth inhibition; higher % means a stronger effect; in the data active means a potency from the dose series; inconclusive means inhibition mostly from about 82% at the one dose, without a potency; inactive means the rest, 99 in 100 with inhibition below about 76%;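 further: plate controls were DMSO cells for no effect and high antibiotic wells for full effect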
H1N1 NS1A inhibition: H1N1 influenza NS1A inhibitors, functional cell based assay (AID 504329); NS1A functional cell-based assay, percent inhibition; higher % means a stronger effect; inhibition, % at 12.5 µM; hits with a dose series show IC50 in µM; 0.3% of 340,000 active; in the data active means a potency from the dose series; inconclusive means inhibition above about 27% without an active follow-up result; further: strong numbers were not always called active
Salmonella PhoP GFP: PhoP regulon inhibitors, Salmonella typhi PhoP promoter GFP reporter, confirmatory (AID 1850); 0.33% of 310,000 active; Salmonella Typhi PhoP-promoter GFP reporter, fluorescence, 4 h; higher % means a stronger effect; inhibition, % at 50 µM; hits with a dose series show IC50 in µM; in the data active means a potency from the dose series; inconclusive means inhibition mostly from about 25% at the one dose, without a potency; inactive means the rest, 99 in 100 with inhibition below about 19%;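 further: 0% = induced wells with vehicle and 100% = uninduced wells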
M. tuberculosis HTS: M. tuberculosis growth inhibition, HTS (AID 449762); M. tuberculosis H37Rv growth inhibition, 7H9 media; higher % means a stronger effect; 0.59% of 330,000 active; inhibition, % at 25 µM, or IC50 in µM where a hit was titrated; in the data active means a potency from the dose series; inconclusive means inhibition above about 70% without an active follow-up result;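 further: bacterial growth assessed after seven days of incubation; strong numbers were not always called active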
VEEV TC-83 Vero 10K pilot screen: also measured in VEEV TC-83 Vero; calls as there; inhibition, %; measured here: 10K pilot screen inhibition
* = called active by the depositor.

Screening CC(NC(=O)CCNS(=O)(=O)c1ccc2c(c1)oc(=O)n2C)c1ccccc1 (centres undefined) returned VEEV TC-83 Vero 3.9%, M. tuberculosis 1%, H1N1 NS1A inhibition -15%, Salmonella PhoP GFP -5% and M. tuberculosis HTS 0%.
For CC(=O)N(C)C1(c2nnnn2CCOC(=O)Nc2ccc(Cl)cc2)CCCCC1 the results were VEEV TC-83 Vero 0.7%, M. tuberculosis -12%, H1N1 NS1A inhibition -9%, Salmonella PhoP GFP 16% and M. tuberculosis HTS -5%.
CCC(C(=O)Nc1ncccn1)(C(F)(F)F)C(F)(F)F was read as VEEV TC-83 Vero inactive, M. tuberculosis -24%, H1N1 NS1A inhibition 9%, Salmonella PhoP GFP -2% and M. tuberculosis HTS 2%.
`COCCN(Cc1ccccc1)C(=O)Cc1ccc(OC)c(S(=O)(=O)N2CCOCC2)c1` gave VEEV TC-83 Vero 1.7%, M. tuberculosis -11%, H1N1 NS1A inhibition -7%, Salmonella PhoP GFP 3% and M. tuberculosis HTS -6%.
O=C1C=C(NCc2ccccc2)CCC1 was read as VEEV TC-83 Vero 0.4%, M. tuberculosis -3%, H1N1 NS1A inhibition -6%, Salmonella PhoP GFP -3% and M. tuberculosis HTS -4%.
COc1ccc(Cl)cc1C(=O)NCc1ccc2c(c1)OCO2 was read as VEEV TC-83 Vero inactive, M. tuberculosis 18%, H1N1 NS1A inhibition -1%, Salmonella PhoP GFP -1% and M. tuberculosis HTS 1%.
`CCOC(=O)N1CCC(N2C(=O)c3ccc(C(=O)NCCC(C)C)cc3C2=O)CC1` gave VEEV TC-83 Vero 0.2%, M. tuberculosis -18%, H1N1 NS1A inhibition -5%, Salmonella PhoP GFP -10% and M. tuberculosis HTS 8%.
O=S1(=O)CCC(N2CCOCC2)C1 (centres undefined) was read as VEEV TC-83 Vero 1.3%, M. tuberculosis -5%, H1N1 NS1A inhibition -5%, Salmonella PhoP GFP 3% and M. tuberculosis HTS -5%.
For Cc1ccccc1CS(=O)(=O)Cc1ccc(C(=O)NCc2ccccn2)o1 the results were VEEV TC-83 Vero inactive, M. tuberculosis 14%, H1N1 NS1A inhibition 16%, Salmonella PhoP GFP 4% and M. tuberculosis HTS -1%.
Screening CCN(C(=O)CSc1nc2nc(C)cc(C)n2n1)c1cccc(C)c1 returned VEEV TC-83 Vero 2.2%, M. tuberculosis -2%, H1N1 NS1A inhibition 5%, Salmonella PhoP GFP 0%, M. tuberculosis HTS -7% and VEEV TC-83 Vero 10K pilot screen 0.0.
Screening NC(=O)N/N=C/c1ccc([N+](=O)[O-])o1 returned VEEV TC-83 Vero inactive, M. tuberculosis 39%, H1N1 NS1A inhibition -1%, Salmonella PhoP GFP 1% and M. tuberculosis HTS inconclusive.
CCOC(=O)c1ccc(NS(=O)(=O)c2ccc(-c3coc(C)n3)cc2)cc1 was read as VEEV TC-83 Vero 2.9%, M. tuberculosis -3%, H1N1 NS1A inhibition -2%, Salmonella PhoP GFP 3% and M. tuberculosis HTS 1%.
Screening Cc1nnc(SCc2ccc(F)cc2)s1 returned VEEV TC-83 Vero 0.3%, M. tuberculosis 19%, H1N1 NS1A inhibition 4%, Salmonella PhoP GFP -20% and M. tuberculosis HTS -8%.
CCn1c(=O)c(C(=O)NCc2ccc(OC)c(OC)c2)c(O)c2ccccc21 was read as VEEV TC-83 Vero 7.6%, M. tuberculosis -5%, H1N1 NS1A inhibition -14%, Salmonella PhoP GFP 0% and M. tuberculosis HTS -1%.
Screening CN(C)c1ccc(NC(=O)Cc2ccccc2)c2ccccc12 returned VEEV TC-83 Vero 2.9%, M. tuberculosis 15%, H1N1 NS1A inhibition 5%, Salmonella PhoP GFP -1% and M. tuberculosis HTS 3%.
Cc1ccc(CN(C)C(=O)c2cc(Br)c(Br)s2)o1 was read as VEEV TC-83 Vero 0.1%, M. tuberculosis 64%, H1N1 NS1A inhibition -8%, Salmonella PhoP GFP 6% and M. tuberculosis HTS -4%.
`CC(=O)c1cccc(NC(=O)NNC(=O)c2ccc(Cl)cc2Cl)c1` gave VEEV TC-83 Vero 4.7%, M. tuberculosis -16%, H1N1 NS1A inhibition -12%, Salmonella PhoP GFP 12% and M. tuberculosis HTS -9%.
Screening CCC(c1ccccc1)c1nc(-c2ccccn2)no1 (centres undefined) returned VEEV TC-83 Vero 1.9%, M. tuberculosis -1%, H1N1 NS1A inhibition 2%, Salmonella PhoP GFP -11% and M. tuberculosis HTS -4%.
Screening Cc1ccc(-n2cccc2/C=C2\C(=N)N3N=C(c4ccco4)SC3=NC2=O)cc1 returned VEEV TC-83 Vero 2.1%, M. tuberculosis 75%, H1N1 NS1A inhibition 1%, Salmonella PhoP GFP 2% and M. tuberculosis HTS 3%.
`O=S(=O)(c1cccs1)N1CCN(c2ccccc2F)CC1` gave VEEV TC-83 Vero inactive, M. tuberculosis 6%, H1N1 NS1A inhibition -3%, Salmonella PhoP GFP -5% and M. tuberculosis HTS 2%.
`O=C(NCCCCNC(=O)c1c(Cl)cccc1Cl)c1c(Cl)cccc1Cl` gave VEEV TC-83 Vero inactive, M. tuberculosis -20%, Salmonella PhoP GFP 7% and M. tuberculosis HTS -3%.
`C[C@H](CO)N1C[C@H](C)[C@@H](CN(C)C)Oc2c(NC(=O)CCC(F)(F)F)cccc2C1=O` gave VEEV TC-83 Vero inactive, M. tuberculosis -3%, H1N1 NS1A inhibition 10% and M. tuberculosis HTS -4%.
For COc1ccccc1-c1ccc(=O)n(CC(=O)NCC2CCCO2)n1 (centres undefined) the results were VEEV TC-83 Vero 1.4%, M. tuberculosis -16%, H1N1 NS1A inhibition 1%, Salmonella PhoP GFP 10% and M. tuberculosis HTS 5%.
`Cc1ccc(C(=O)NNC(=O)CCC(=O)Nc2cc(C)on2)cc1` gave VEEV TC-83 Vero inactive, M. tuberculosis 3%, H1N1 NS1A inhibition -6%, Salmonella PhoP GFP -5% and M. tuberculosis HTS -2%.
Screening COc1ccc(N(Cc2cc(=O)[nH]c3ccccc23)C(C)=O)cc1 returned VEEV TC-83 Vero 1.0%, M. tuberculosis -11%, H1N1 NS1A inhibition 16%, Salmonella PhoP GFP -2% and M. tuberculosis HTS -18%.
CC(C)OP(=O)(OC(C)C)C(Nc1ccccc1)c1ccc2c(c1)OCO2 (centres undefined) was read as VEEV TC-83 Vero 4.5%, M. tuberculosis 1%, H1N1 NS1A inhibition -3%, Salmonella PhoP GFP -1% and M. tuberculosis HTS -4%.
O=C(/C=C\c1ccccc1)Nc1nccs1 was read as VEEV TC-83 Vero 1.2%, M. tuberculosis 28%, H1N1 NS1A inhibition 0%, Salmonella PhoP GFP 0% and M. tuberculosis HTS -9%.
Screening Cc1ccc(-c2cc(C(=O)Nc3cc(C)ccc3C)[nH]n2)c(O)c1 returned VEEV TC-83 Vero 6.6%, M. tuberculosis -2%, H1N1 NS1A inhibition -2%, Salmonella PhoP GFP -1% and M. tuberculosis HTS -1%.
`CCOC(=O)c1ccc(NC(=O)N2CCc3ccccc3C2)cc1` gave VEEV TC-83 Vero 5.8%, M. tuberculosis 46%, H1N1 NS1A inhibition 10%, Salmonella PhoP GFP -2% and M. tuberculosis HTS inconclusive.
For O=C(CCc1nc2ccccc2c(=O)[nH]1)Nc1nnc(SCc2ccccc2)s1 the results were VEEV TC-83 Vero inactive, M. tuberculosis -23%, H1N1 NS1A inhibition -2%, Salmonella PhoP GFP 6% and M. tuberculosis HTS -6%.

Brought forward from above: four entries, then new ones.
O=C(/C=C\c1ccccc1)Nc1nccs1 was read as VEEV TC-83 Vero 1.2%, M. tuberculosis 28%, H1N1 NS1A inhibition 0%, Salmonella PhoP GFP 0% and M. tuberculosis HTS -9%.
Screening Cc1ccc(-c2cc(C(=O)Nc3cc(C)ccc3C)[nH]n2)c(O)c1 returned VEEV TC-83 Vero 6.6%, M. tuberculosis -2%, H1N1 NS1A inhibition -2%, Salmonella PhoP GFP -1% and M. tuberculosis HTS -1%.
`CCOC(=O)c1ccc(NC(=O)N2CCc3ccccc3C2)cc1` gave VEEV TC-83 Vero 5.8%, M. tuberculosis 46%, H1N1 NS1A inhibition 10%, Salmonella PhoP GFP -2% and M. tuberculosis HTS inconclusive.
For O=C(CCc1nc2ccccc2c(=O)[nH]1)Nc1nnc(SCc2ccccc2)s1 the results were VEEV TC-83 Vero inactive, M. tuberculosis -23%, H1N1 NS1A inhibition -2%, Salmonella PhoP GFP 6% and M. tuberculosis HTS -6%.
O=C(NCc1ccccn1)c1ccc(-c2ccccc2)cc1 was read as VEEV TC-83 Vero 1.9%, M. tuberculosis 3%, H1N1 NS1A inhibition 8%, Salmonella PhoP GFP 2% and M. tuberculosis HTS 13%.
For O=C(Nc1c(C(=O)N2CCOCC2)cnn1-c1ccccc1)c1cccc(F)c1 the results were VEEV TC-83 Vero 0.3%, M. tuberculosis 27%, H1N1 NS1A inhibition 19%, Salmonella PhoP GFP -3% and M. tuberculosis HTS -8%.
For COc1cccc(C(=O)NC2=NCCS2)c1OC the results were VEEV TC-83 Vero 1.7%, M. tuberculosis 12%, H1N1 NS1A inhibition -12%, Salmonella PhoP GFP 3% and M. tuberculosis HTS -5%.
`O=C(CSc1ccc(-c2ccco2)nn1)NCc1ccc(F)cc1` gave VEEV TC-83 Vero 1.0%, M. tuberculosis 21%, H1N1 NS1A inhibition 23%, Salmonella PhoP GFP 19% and M. tuberculosis HTS -8%.
Screening Cc1cc(NC(=O)c2cc3ccccc3o2)cc(C)c1OCC(=O)N1CCOCC1 returned VEEV TC-83 Vero 8.8%, M. tuberculosis 21%, H1N1 NS1A inhibition 1%, Salmonella PhoP GFP -6% and M. tuberculosis HTS -6%.
`CCCc1cc(=O)[nH]c2nnc(SCC(=O)Nc3nnc(SCC)s3)n12` gave VEEV TC-83 Vero 3.4%, M. tuberculosis 5%, H1N1 NS1A inhibition -12%, Salmonella PhoP GFP -5% and M. tuberculosis HTS -3%.
O=c1[nH]c(CN2CCN(Cc3ccc4c(c3)OCO4)CC2)nc2ccccc12 was read as VEEV TC-83 Vero 1.2%, M. tuberculosis -2%, H1N1 NS1A inhibition -13%, Salmonella PhoP GFP 3% and M. tuberculosis HTS -1%.
Screening O=C(C[n+]1ccc2ccccc2c1)c1ccc(NC(=O)c2ccccc2)cc1 returned VEEV TC-83 Vero 1.1%, M. tuberculosis 64%, H1N1 NS1A inhibition 4%, Salmonella PhoP GFP 1% and M. tuberculosis HTS 45%.
Screening COc1cc(-c2nnc(SCC(=O)N3CCOCC3)o2)cc(OC)c1OC returned VEEV TC-83 Vero 2.9%, M. tuberculosis -2%, H1N1 NS1A inhibition 0%, Salmonella PhoP GFP -22% and M. tuberculosis HTS 4%.
COc1cccc(C(=O)NCC(=O)N/N=C/c2c(C)[nH]c3ccccc23)c1 was read as VEEV TC-83 Vero 3.9%, M. tuberculosis -6%, H1N1 NS1A inhibition -6%, Salmonella PhoP GFP -7% and M. tuberculosis HTS 15%.
For Cc1cc(NC(=O)C(C)SCC(=O)OCc2ccc(Cl)cc2Cl)no1 (centres undefined) the results were VEEV TC-83 Vero 2.2%, M. tuberculosis 69%, H1N1 NS1A inhibition -1% and M. tuberculosis HTS 3%.
For Cc1ccccc1NC(=S)N1CCCN(Cc2ccc(F)cc2)C1 the results were VEEV TC-83 Vero 0.1%, M. tuberculosis 50%, H1N1 NS1A inhibition 11%, Salmonella PhoP GFP 1% and M. tuberculosis HTS 4%.
`C=CCSC1=Nc2sccc2C2=NC(=O)CN12` gave VEEV TC-83 Vero 1.3%, M. tuberculosis 6%, H1N1 NS1A inhibition -2%, Salmonella PhoP GFP 3% and M. tuberculosis HTS 6%.
Screening Cc1c(Cl)c([N+](=O)[O-])nn1Cc1ccc(C(=O)N/N=C\c2cc(Cl)ccc2O)o1 returned VEEV TC-83 Vero 12%, M. tuberculosis 35%, H1N1 NS1A inhibition -8%, Salmonella PhoP GFP -4% and M. tuberculosis HTS 3%.
`CCOC(=O)C1=C(C)NC(C)=C(C(=O)OCC)C1c1ccc(C)o1` gave VEEV TC-83 Vero 1.1%, M. tuberculosis 16%, H1N1 NS1A inhibition 3%, Salmonella PhoP GFP -2% and M. tuberculosis HTS 6%.
Screening O=C(NN1C(=O)/C(=C/c2cc([N+](=O)[O-])ccc2O)SC1=S)c1ccccc1O returned M. tuberculosis 5%, Salmonella PhoP GFP -24% and M. tuberculosis HTS 2%.
`O=[N+]([O-])c1cccc(/C([O-])=C(/C(=S)Nc2ccccc2F)[n+]2ccccc2)c1` gave VEEV TC-83 Vero 8.2%, M. tuberculosis -5%, H1N1 NS1A inhibition -1%, Salmonella PhoP GFP -5% and M. tuberculosis HTS 1%.
